Statin myotox sup: suppressors of simvastatin-induced myotoxicity in C2C12 myotubes; ATP luminescence, 48 h; scaled: DMSO 0, geranylgeraniol control 100; rescue of ATP level, % at 7.49 µM; 0.78% of 330,000 active; AID 602340;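 active means mean ATP rescue above about 67%, or every replicate alone reaching that limit, limit read from the data, passing the limit was not always enough; inconclusive means no clear call, values can overlap the other calls; inactive means mean under the limit and some replicate under it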;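 further: myotubes were challenged with 10 µM simvastatin during compound exposure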
PglD inh: inhibitors of Campylobacter jejuni PglD acetyltransferase. purified PglD enzyme, DTNB colorimetric CoA detection. 0.098% of 360,000 active. inhibition, % at 12.5 µM. AID 602405; in the data active means inhibition above about 16%, passing the limit was not always enough; inconclusive means no clear call, values can overlap the other calls; further: strong numbers were not always called active
DENV2 CPE: inhibitors of DENV2 cytopathic effect | DENV2-infected cells, cytopathic effect rescue, plate reader | 1.7% of 350,000 active | CPE inhibition, % at 9.99 µM; in the data active means CPE inhibition above about 20%, passing the limit was not always enough; inconclusive means no clear call, values can overlap the other calls; tested in BHK-21 cells;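 further: 0% = median of neutral control wells and 100% = median of positive control wells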
S100A4 MyoIIA: inhibitors of human S100A4 binding to myosin IIA peptide; S100A4/TAMRA-MyoIIA peptide fluorescence polarization; inhibition, % at 10.7 µM; 0.14% of 360,000 active;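 active means mean inhibition of at least 70% across replicates, with every replicate also reaching that level; inconclusive means mean inhibition reaches 70% but some replicates fall short; inactive means mean inhibition below 70%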
Target sequence (P26447 whole entry, looked up): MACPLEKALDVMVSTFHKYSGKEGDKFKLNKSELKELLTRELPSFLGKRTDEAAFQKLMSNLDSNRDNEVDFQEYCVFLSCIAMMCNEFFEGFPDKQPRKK
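assay system = human S100A4 monomer with TAMRA-labelled myosin IIA peptide | also added = labelled myosin peptide probe, 5 nM | incubation = 5 min between mix addition and reading | control set = DMSO and TFP controls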
ERp5 inh: ERp5 (human) disulfide isomerase inhibition; Q15084; ERp5 insulin aggregation, absorbance 650 nm, 90 min; 0.05% of 350,000 active; inhibition, % at 9.99 µM;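 active means mean replicate inhibition above about 25%, with every replicate also reaching it, limit read from the data, passing the limit was not always enough; inconclusive means only one of those two criteria met; inactive means neither criterion met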
Target sequence (Q15084 whole entry, looked up): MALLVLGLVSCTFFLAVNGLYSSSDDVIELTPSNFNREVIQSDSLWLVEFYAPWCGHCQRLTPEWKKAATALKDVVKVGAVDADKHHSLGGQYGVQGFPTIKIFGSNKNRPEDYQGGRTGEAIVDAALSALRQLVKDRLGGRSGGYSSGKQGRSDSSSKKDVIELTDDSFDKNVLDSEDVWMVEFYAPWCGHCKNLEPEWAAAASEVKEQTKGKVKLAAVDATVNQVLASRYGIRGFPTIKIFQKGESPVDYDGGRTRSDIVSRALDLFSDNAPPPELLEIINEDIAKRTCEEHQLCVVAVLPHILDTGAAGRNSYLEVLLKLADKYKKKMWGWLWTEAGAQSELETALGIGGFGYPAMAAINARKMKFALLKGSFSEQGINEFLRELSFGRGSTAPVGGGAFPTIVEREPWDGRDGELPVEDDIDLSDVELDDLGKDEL
SIRT5 block: inhibitors of human sirtuin-5 desuccinylase. inhibition, % at 15 µM. Purified SirT5, succinyl-peptide AMC, trypsin-coupled fluorescence. Q9NXA8. AID 652115. 1.1% of 330,000 active; in the data active means inhibition above about 15%; inconclusive means no clear call, values can overlap the other calls
Target sequence (Q9NXA8 whole entry, looked up): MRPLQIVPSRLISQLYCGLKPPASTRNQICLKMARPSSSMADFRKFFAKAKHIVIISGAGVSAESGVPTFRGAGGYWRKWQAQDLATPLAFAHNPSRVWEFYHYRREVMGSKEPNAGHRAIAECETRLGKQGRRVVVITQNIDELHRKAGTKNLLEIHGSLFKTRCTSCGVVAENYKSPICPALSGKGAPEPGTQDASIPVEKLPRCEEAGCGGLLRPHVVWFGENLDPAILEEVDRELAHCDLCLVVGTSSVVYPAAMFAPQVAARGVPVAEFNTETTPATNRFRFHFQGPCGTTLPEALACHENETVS
E-sel inducer: E-selectin induction on HUVECs; 0.37% of 260,000 active; P16581; HUVEC E-selectin immunofluorescence imaging; normalized: neutral wells 0, TNF-alpha wells 100; activation, % at 7.58 µM;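 active means mean E-selectin-positive cell signal at least 10% of the positive control, reached in at least 60% of replicates, without over 20% cell loss; inconclusive means no rule given, readout overlaps actives, possibly toxicity-flagged; inactive means the rest, including those meeting only one limit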;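 further: in these data hits start at about 27%; measured in HUVEC primary endothelial cells; signal is the percent of cells scored E-selectin positive by PE staining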
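Assay system: HUVEC primary endothelial cells. Input: 3,000 HUVEC seeded per well. Doses: one compound dose added by pin transfer. Read-out basis: % PE-positive cells. Benchmarks: TNF-alpha high, DMSO low. Detection: immunofluorescence imaging. Buffer or medium: EGM-2, gelatin.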
* = called active by the depositor; ? = inconclusive; · = no result given. Some of the compounds tested. The share of hits here may be higher or lower than overall.

1. Cc1ccc(Cl)cc1NC(=O)CCS(=O)(=O)c1ccc2c(c1)n(C)c(=O)c(=O)n2C
2. CC1CN(CCOc2ccccc2C(C)C)CC(C)O1 (configuration not stated)
3. O=C(O)c1cccc(NS(=O)(=O)c2ccc(NC(=O)c3ccco3)cc2)c1
4. O=C(CN1CCC(C(=O)c2ccc(Cl)cc2)CC1)NC1CCCC1
5. O=C(NCCc1ccccc1)c1ccccc1[N+](=O)[O-]
6. CO[C@@H]1CN(C)C(=O)c2cc(NS(=O)(=O)CC(F)(F)F)ccc2OC[C@@H](C)N(C(=O)c2ccc3c(c2)OCO3)C[C@@H]1C
screen / no.	1	2	3	4	5	6
Statin myotox sup	-1	-1	·	-16	5	-6
PglD inh	·	-8	-4	1	-2	2
DENV2 CPE	7	4	·	11	-5	2
S100A4 MyoIIA	8	-3	0	-4	-2	1
ERp5 inh	7	6	?	1	-2	13
SIRT5 block	-1	5	·	0	1	·
E-sel inducer	·	0.2	·	·	·	0.2

7. CCC(=O)Nc1cccc(C2=NOC3(C2)C[C@H](C(N)=O)N(C(=O)CC#N)C3)c1 (some centres not stated)
8. O=C(O)CC(C(=O)O)C(=Cc1ccccc1)c1ccccc1 (configuration not stated)
9. CCn1nc(C)c(CN2CCC(Oc3ccc(C(=O)N4CCCC4)cc3)CC2)c1C
10. CC1CCCN(C(=O)c2ccc3c(=O)n(C4CCCC4)c(=S)[nH]c3c2)C1 (configuration not stated)
11. CCOC(=O)Cc1cnc(NC(=O)c2ccccc2)s1
12. CCC(C)NC(=S)Nc1ccc2nc(N3CCN(CC)CC3)cc(C)c2c1 (configuration not stated)
screen / no.	7	8	9	10	11	12
Statin myotox sup	-4	5	-13	-16	-4	-23
PglD inh	-1	-1	-5	-2	-3	·
DENV2 CPE	-3	0	7	16	·	-4
S100A4 MyoIIA	-2	-4	9	-3	1	1
ERp5 inh	4	3	3	2	-2	2
SIRT5 block	·	-3	2	0	1	-2
E-sel inducer	-0.1	0.0	·	·	·	1.0

13. COc1ccc(-c2cc(=O)oc3cc(OCC(=O)NCCN4CCOCC4)ccc23)cc1
14. CN(C)Cc1ccccc1Sc1ccc2c(c1)CCCC2
15. CCCN(C)C[C@H]1OCCCC[C@H](C)Oc2ccc(NS(=O)(=O)c3ccccc3)cc2C(=O)N([C@H](C)CO)C[C@H]1C
16. Cc1ccc(CNC(=O)c2ccc(CNS(=O)(=O)c3ccc4c(c3)C(C)(C)C(=O)N4C)cc2)o1
17. Cc1ccc(NC(=O)CSCC(=O)N(C)CCOc2ccc(Cl)cc2)cc1
18. C[C@@H]1CN([C@H](C)CO)C(=O)c2cccc(NC(=O)C3CCOCC3)c2O[C@@H]1CN(C)C
screen / no.	13	14	15	16	17	18
Statin myotox sup	7	·	7	-5	-1	-3
PglD inh	-3	0	0	·	-1	-2
DENV2 CPE	-8	8	?	-2	10	10
S100A4 MyoIIA	0	1	4	-4	-1	-45
ERp5 inh	0	2	-5	1	13	-1
SIRT5 block	-8	-6	-1	·	-6	-1
E-sel inducer	0.1	3.3	0.0	0.2	0.6	-0.2

Reformatted with values under each structure: four of the compounds above.
Every second line gives: Statin myotox sup | PglD inh | DENV2 CPE | S100A4 MyoIIA | ERp5 inh | SIRT5 block | E-sel inducer
#6 CO[C@@H]1CN(C)C(=O)c2cc(NS(=O)(=O)CC(F)(F)F)ccc2OC[C@@H](C)N(C(=O)c2ccc3c(c2)OCO3)C[C@@H]1C
→ -6 | 2 | 2 | 1 | 13 | · | 0.2
#11 CCOC(=O)Cc1cnc(NC(=O)c2ccccc2)s1
→ -4 | -3 | · | 1 | -2 | 1 | ·
#1 Cc1ccc(Cl)cc1NC(=O)CCS(=O)(=O)c1ccc2c(c1)n(C)c(=O)c(=O)n2C
→ -1 | · | 7 | 8 | 7 | -1 | ·
#4 O=C(CN1CCC(C(=O)c2ccc(Cl)cc2)CC1)NC1CCCC1
→ -16 | 1 | 11 | -4 | 1 | 0 | ·

Remaining list, next part
19. CN1CCN(c2nc3cc(C(F)(F)F)ccc3n3cccc23)CC1
20. Cc1ccc(CN2CCN(Cc3ccc(OCCO)cc3)CC2CCO)o1 (configuration not stated)
21. CC1(C)CC2(CCCN(CC(O)(c3ccccc3)c3ccccc3)C2)CCO1 (configuration not stated)
22. CC(C)=CCC/C(C)=C/CNC(=O)C[C@H]1C[C@H](C(=O)N2CCCCC2)[C@@]2(CCc3ccccc3)c3[nH]c4ccc(Cl)cc4c3CCN2C1=O
23. Cc1ccc(S(=O)(=O)Nc2ccc3c(c2)C(=O)N([C@H](C)CO)C[C@H](C)[C@H](CN(C)S(=O)(=O)c2cn(C)cn2)OCCCC[C@@H](C)O3)cc1
24. Cc1ccc(S(=O)(=O)N2CCN(C(=O)COC(=O)CSc3cc(C)ccc3C)CC2)c(C)c1
screen / no.	19	20	21	22	23	24
Statin myotox sup	2	-3	·	-2	·	-3
PglD inh	-2	·	-2	-3	-2	-5
DENV2 CPE	3	-14	-8	1	2	-3
S100A4 MyoIIA	-3	0	-3	0	-4	0
ERp5 inh	3	-6	3	-6	5	-2
SIRT5 block	8	1	-3	-13	2	1
E-sel inducer	0.8	·	-2.7	-1.9	-0.1	-0.7

25. CC(Cc1n[nH]c(=S)n1N)c1ccccc1 (configuration not stated)
26. COc1ccc(CCNC(=O)CN(C)S(=O)(=O)c2ccc(OC)cc2)cc1
27. CC(=O)c1ccc(NS(=O)(=O)c2cccc3cccnc23)cc1
28. Cc1ccc(NC(=O)C2CCCN2S(=O)(=O)c2ccc3c(c2)n(C)c(=O)c(=O)n3C)cc1 (configuration not stated)
29. Cc1ccc(-n2c(C)cc(C(=S)N3CCOCC3)c2C)cc1C
30. C/C=C(\C)C(=O)NCCN1C2=NC[C@H](Cc3ccccc3)N2C[C@@H]1Cc1ccc(OC)cc1
screen / no.	25	26	27	28	29	30
Statin myotox sup	7	12	13	·	0	-4
PglD inh	4	0	-3	·	-2	0
DENV2 CPE	5	6	?	2	-8	-2
S100A4 MyoIIA	-2	-2	-7	-2	-11	3
ERp5 inh	4	-3	-13	2	5	8
SIRT5 block	-1	-4	-1	-2	-5	-1
E-sel inducer	-0.1	·	1.3	-0.1	·	0.5

31. Cc1cccc(N2C(=O)SC(N(CC(=O)O)c3cccc(C)c3)C2=O)c1 (configuration not stated)
32. C[C@@H]1CN([C@H](C)CO)C(=O)c2cccc(N(C)C)c2O[C@@H]1CN(C)S(=O)(=O)c1cn(C)cn1
33. CC(C)c1ccccc1OCC(=O)N1CCCCCCC1
34. O=C(c1cc2cc(Br)ccc2o1)N1CCCC1
35. COc1ccccc1NCC(=O)NC(=O)NC1CCCCC1
36. COc1ccc(C(=O)Nc2ccc3c(c2)OC[C@H](C)N(C(C)=O)C[C@@H](C)[C@H](OC)CN(C)C3=O)cc1
screen / no.	31	32	33	34	35	36
Statin myotox sup	3	-6	-4	·	8	6
PglD inh	3	2	-2	-4	-2	-2
DENV2 CPE	6	-7	-1	-4	11	-1
S100A4 MyoIIA	-2	-8	-4	-4	2	-1
ERp5 inh	-1	5	1	2	8	1
SIRT5 block	·	·	·	6	-2	-2
E-sel inducer	-0.2	-0.2	·	·	2.5	0.5

37. Cn1c(=O)n(Cc2ccccc2)c(=O)c2c1nc1n2CCN1Cc1ccco1
38. COc1ccc(C(C(=O)NCC2CCCO2)N(C(=O)CNC(=O)c2ccco2)c2cc(C)ccc2C)cc1OC (configuration not stated)
39. CCOc1ccc(S(=O)(=O)n2nc(C)cc2C)cc1
40. CC(C)NC(=O)N(C)C[C@@H]1Oc2cc(C#CC3CC3)ccc2S(=O)(=O)N([C@H](C)CO)C[C@H]1C
41. C[C@@H]1CCCCO[C@H](CN(C)S(=O)(=O)c2ccc(F)cc2)[C@@H](C)CN([C@H](C)CO)C(=O)c2cc(NS(=O)(=O)c3cn(C)cn3)ccc2O1
42. O=S(=O)(Nc1ncccn1)c1ccc(NC(=S)NCCc2ccc(Cl)cc2)cc1
screen / no.	37	38	39	40	41	42
Statin myotox sup	·	-6	1	6	·	·
PglD inh	·	-3	0	1	-4	·
DENV2 CPE	-4	-1	3	6	23*	3
S100A4 MyoIIA	5	-9	-12	-10	6	-1
ERp5 inh	0	3	-6	2	0	1
SIRT5 block	·	1	2	0	-2	2
E-sel inducer	·	-0.1	·	0.1	·	·

43. NC(=O)c1c(NC(=O)Cn2nc(C(=O)O)c3ccccc3c2=O)sc2c1CCCC2
44. C[C@@H]1CN([C@@H](C)CO)C(=O)c2cc(C3=CCCCC3)cnc2O[C@@H]1CN(C)C(=O)NC1CCCC1
45. C[C@@H]1CN([C@@H](C)CO)C(=O)c2cc(NC(=O)CCCN(C)C)ccc2O[C@@H](C)CCCCO[C@@H]1CN(C)C(=O)NC1CCCCC1
46. Cc1ccnc(NS(=O)(=O)c2ccc(NC(=O)c3cc(=O)c4ccccc4o3)cc2)n1
47. CCN(CC)c1ccc(/C=N/NC(=O)c2nnn(-c3nonc3N)c2-c2ccc(C)cc2)cc1
48. Cc1cccn2c(=O)c3cc(C(=O)N4COCC4(C)C)n(Cc4ccccc4)c3nc12
screen / no.	43	44	45	46	47	48
Statin myotox sup	-6	8	·	-3	7	·
PglD inh	·	-2	1	-1	-4	·
DENV2 CPE	6	6	1	2	3	-8
S100A4 MyoIIA	-11	3	11	-2	3	8
ERp5 inh	7	-1	-3	·	5	-5
SIRT5 block	-2	2	0	-5	-2	-7
E-sel inducer	·	0.4	-0.3	·	·	-0.4

49. C[C@H]1CN([C@@H](C)CO)C(=O)c2c(c3ccccc3n2C)-c2ccccc2CO[C@@H]1CN(C)S(=O)(=O)c1ccc(C#N)cc1
50. Cc1cc(NC(=O)c2ccc(NC(=O)C3CC3)cc2)no1
51. COc1ccc(-c2c(C)oc3c(CN4CCCCC4C)c(O)ccc3c2=O)cc1 (configuration not stated)
52. C[C@H](CO)N1C[C@H](C)[C@H](CN(C)C(=O)NC2CCCCC2)OCCCC[C@H](C)Oc2ccc(NC(=O)Nc3ccc(F)cc3)cc2C1=O
53. Cc1ccc(S(=O)(=O)NC[C@@H]2CC[C@@H]3[C@@H](CN3C(=O)CN(C)C)O2)cc1
54. CCCc1nc(NCCCOCC)c2nnn(Cc3ccccc3)c2n1
screen / no.	49	50	51	52	53	54
Statin myotox sup	·	·	-14	·	·	3
PglD inh	-1	·	-3	1	·	-1
DENV2 CPE	4	4	-1	-1	-2	4
S100A4 MyoIIA	-36	0	-1	0	-2	-6
ERp5 inh	7	2	0	2	-2	2
SIRT5 block	3	-1	-20	6	-8	17*
E-sel inducer	-0.2	1.2	-0.1	·	·	0.8

55. Cc1cccc2c1-c1sc(C(=O)N3CCCCC3)cc1CO2
56. Cc1cc(C2(c3ccc(O)c(C)c3)OC(=O)c3ccccc32)ccc1O
57. C[C@@H]1CN([C@@H](C)CO)C(=O)Cc2cc(NC(=O)CCC(F)(F)F)ccc2O[C@@H]1CN(C)Cc1ccc(Cl)c(Cl)c1
58. CCCc1nc2nc(C)c(NS(=O)(=O)c3ccc(F)cc3)c(=O)n2[nH]1
59. C[C@@H]1CN([C@@H](C)CO)C(=O)c2cc(C3=CCCC3)cnc2O[C@@H]1CN(C)Cc1ccc(F)cc1
60. FC(F)(F)c1cc(Cl)c2nc(-c3ccc(Cl)cc3)c(Cc3ccsc3)n2c1
61. CCN(C[C@H]1N[C@H](CO)[C@@H]1c1ccc(-c2ccc(F)cc2)cc1)C(=O)COC
62. CC(=O)Nc1ccc(CN2CCCC(C(=O)c3ccc(C(F)(F)F)cc3)C2)cc1 (configuration not stated)
screen / no.	55	56	57	58	59	60	61	62
Statin myotox sup	4	·	21	1	9	·	-6	·
PglD inh	-5	·	3	-3	6	·	0	·
DENV2 CPE	4	-11	1	6	-7	12	45*	-5
S100A4 MyoIIA	-5	-8	-6	6	-3	19	1	-3
ERp5 inh	10	-2	0	4	0	-19	5	-1
SIRT5 block	·	·	0	-2	-1	2	2	-1
E-sel inducer	0.1	·	-3.4	·	0.3	0.1	0.2	0.0

Screening results deposited in PubChem by Broad Institute.
